Source: PubChem BioAssay (NCI)
bub3: NCI yeast anticancer drug screen, S. cerevisiae bub3 mutant strain. AID 167. 78,000 tested, 9.9% active. growth inhibition, % at 50 µM;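 further: 0% = growth of vehicle-only cultures of the same strain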
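Yeast carrying a defined mutation is treated with each compound, and growth is compared with that of vehicle-exposed cells to give inhibition.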
yeast mec2-1: NCI yeast anticancer drug screen, S. cerevisiae mec2-1 strain; AID 157; growth inhibition, % at 50 µM; 79,000 tested, 9% active;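 further: 0% = growth of vehicle-only cultures of the same strain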
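Vehicle-treated cultures served as reference for growth inhibition of compound-exposed mec2-1 yeast.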
yeast cln2 rad14: NCI yeast anticancer drug screen, S. cerevisiae cln2 rad14 strain; growth inhibition, % at 50 µM; 78,000 tested, 8.3% active; AID 165;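 further: 0% = growth of vehicle-only cultures of the same strain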
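Yeast strain cln2 rad14, bearing defects in cell cycle control and DNA repair, serves as the test system; values reflect growth inhibition compared with vehicle.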
yeast sgs1 mgt1: NCI yeast anticancer drug screen, S. cerevisiae sgs1 mgt1 strain; AID 161; 78,000 tested, 10% active; growth inhibition, % at 50 µM;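 further: 0% = growth of vehicle-only cultures of the same strain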
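This yeast growth screen uses a strain with defined DNA-repair lesions; compound-treated growth is compared with vehicle-treated growth.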
yeast rad50: NCI yeast anticancer drug screen, S. cerevisiae rad50 strain; % growth inhibition at 50 µM; 79,000 tested, 10% active;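 further: 0% = growth of vehicle-only cultures of the same strain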
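A DNA repair-deficient yeast mutant serves as the test organism; compound-induced growth inhibition is calculated against vehicle-treated cells.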
yeast mlh1 rad18: NCI yeast anticancer drug screen, S. cerevisiae mlh1 rad18 strain; growth inhibition, % at 50 µM; 79,000 tested, 11% active;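 further: 0% = growth of vehicle-only cultures of the same strain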
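In this whole-cell yeast screen, a strain with altered DNA damage repair is challenged with compound, and its growth is measured against matched vehicle-treated controls.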
Starred values were filed as active, the others as inactive; . = no result given; & = joins results of further samples. No stated cut-off is given here; in the data, active means growth inhibition above about 70%; inactive means the rest.

SMILES | bub3 | yeast mec2-1 | yeast cln2 rad14 | yeast sgs1 mgt1 | yeast rad50 | yeast mlh1 rad18
Cc1[nH]n(C(N)=S)c(=O)c1N=Nc1ccc([N+](=O)[O-])cc1Cl | 2 | 6 | -46 | 66 | 58 | 53
Cc1cc(C)c(CC(C)C)c(C)c1 | 2 | 6 | 31 | 17 | 2 | -2
Cc1ccc2c(c1)[nH]c(=S)n2C=C(C#N)C#N | -1 | -42 | 1 | -1 | -24 | -5
N#C/C(=C/c1cccc([N+](=O)[O-])c1)C(=O)O | 16 | 11 | 13 | 23 | 38 | 38
CNc1cc([N+](=O)[O-])ccc1Br | 8 | 4 | -3 | -1 | 10 | -15
Cc1[nH]c(=O)[nH]c(=O)c1/C=C/C(=O)NC(CO)CS(C)=O (centres undefined) | 1 | -7 | 6 | 1 | -2 | 7
CCOC(=O)CC(=O)c1[nH]c(C)c(C(=O)OCC)c1C | 0 | 4 | 16 | 6 | 4 | -1
CC1(C)CC([NH-])(C(=O)O)CC(C)(C)N1O.CC1(C)CC([NH-])(C(=O)O)CC(C)(C)N1O.[Zn+2] | 2 | -17 | -42 | -2 | -1 | -7
COC1=NS(=O)(=O)C(C)C(C)(C)O1 (centres undefined) | 12 | -2 | -80 | -2 | 5 | -11
CCN(CC)CCOc1ccc(C(=C2CCCCC2)c2ccc(OCCN(CC)CC)cc2)cc1 | 77* | 41 | 77* | 89* | 85* | 79*
CC(C)N1C(=O)N(Cl)C2C1N(Cl)C(=O)N2Cl (centres undefined) | -4 | 0 | 23 | -7 | 15 | 54
CC(=O)Nc1cc(F)c(N=Nc2ccc(F)cc2)c(F)c1 | -16 | -1 | -37 | 13 | 5 | 3
C=C1C(=O)O[C@@H]2C[C@]3(C)[C@@H](C[C@H]12)[C@](C)(O)CC[C@@H]3O | 8 | -10 | -38 | 2 | 6 | 0
CCSc1[nH]c(NC(=NC(C)C)NC(=O)c2ccccc2)c(C(N)=O)c1C(N)=O | -5 | 1 | 9 | 1 | 3 | 19
CCOP(=O)(OCC)C1C(C)N1C(=O)Nc1ccccc1 (centres undefined) | -12 | -4 | 5 | -8 | 1 | -17
O=C(Nc1ccccc1)Oc1ccc[nH]c1=O | 16 | -2 | 2 | 16 | 7 | -28
CC(C)(NC(=O)c1ccccc1)NC(=O)c1ccccc1 | 6 | -10 | -38 | -6 | 5 | -6
COc1ccc(-c2cn3ccsc3n2)cc1 | -5 | 15 | -5 | 23 | 3 | 17
COc1ccc(C2CC(=O)N(c3ncccc3C)C(=O)C2)cc1 | -19 | 7 | -21 | -1 | -1 | 4
N#CCSc1c(-c2ccccc2)c(=O)n(-c2ccccc2)c(=S)n1-c1ccccc1 | -21 | -18 | -17 | -2 | 21 | -1
CCOC(=O)/C=C(\NC1CC(OC2C[C@](O)(C(C)=O)Cc3c(O)c4c(c(O)c32)C(=O)c2c(OC)cccc2C4=O)OC(C)C1O)C(=O)OCC (some centres undefined) | 87* | 74* | 89* | 90* | 69 | 88*
CC(COc1cc(Cl)c(Cl)cc1Cl)OC(=O)COc1ccc(Cl)cc1Cl (centres undefined) | 3 | 9 | 28 | 8 | 9 | 7
[Cl][Pt+2][Cl].[NH-]c1ccccc1F.[NH-]c1ccccc1F | -27 | 33 | 16 | -15 | 11 | 34
Fc1ccc(CSC(=S)Nc2ccc(F)cc2)cc1 | 28 | 48 | 32 | 68 | 70 | 79*
C=CC(=O)N/C(N)=N\C(N)=O | -4 | -22 | -19 | -10 | -15 | -12
SMILES | bub3 | yeast mec2-1 | yeast cln2 rad14 | yeast sgs1 mgt1 | yeast rad50 | yeast mlh1 rad18
COc1ccc(C(=O)OC(=O)c2ccc(OC)cc2)cc1 | 28 | 18 | 6 | 22 | 71* | 74*
O=C(c1ccccc1)C1C=CC=CN1Cc1ccccc1S(=O)(=O)O (centres undefined) | 2 | 1 | 3 | -4 | 14 | -19
O=C1c2ccccc2-c2ccc3c4ccc5c6c(ccc(c7ccc1c2c73)c64)-c1ccccc1C5=O | 6 | -5 | -30 | 11 | 25 | 18
CCCCCCSCCO | -31 | -35 | 24 | -12 | -13 | 3
Nc1ccc(NC(=O)c2cccc(N)c2)cc1 | 19 | 4 | -8 | 6 | 15 | 22
COC(=O)/C(C#N)=C/N(C)c1ccc([N+](=O)[O-])cc1 | 20 | 11 | 12 | 7 | -6 | 15
C[N+](C)(CCO)CC(=O)c1ccc(-c2ccc(C(=O)C[N+](C)(C)CCO)cc2)cc1 | -5 | -35 | 4 | -28 | -11 | -31
Clc1ccccc1C(N1CCCCC1)N1CCCCC1 | 28 | 13 | 14 | 19 | 28 | 28
Cc1cccc(C)c1N=Nc1c(O)n(C)c(=O)n(C)c1=O | -4 | 9 | 17 | -15 | 15 | 22
CCCN(CCC)C(=O)CCC(=O)OC(C)CC (centres undefined) | 26 | -14 | -23 | 4 | -19 | -4
Nc1ccc(C(O)Cc2ccncc2)cc1 (centres undefined) | -2 | 7 | 10 | 2 | 9 | 9
c1ccc(-c2ccc(-c3ccc(C4=NCCN4)cc3)o2)cc1 | 96* | 95* | 89* | 97* | 96* | 97*
Cn1c(=O)c2c(nc(C[N+]3([O-])CCOCC3)n2C)n(C)c1=O | -12 | -35 | 8 | -28 | -5 | -28
CCC(C)(C)/C(CC(O)(C(F)(F)F)C(F)(F)F)=N\O | 1 | -14 | -10 | 2 | -29 | -11
Clc1ccc(C2=NCCO2)cc1 | 5 | -32 | -12 | -6 | -24 | -26
O=C(c1ccccc1)c1c[nH]c(=O)[nH]c1=O | 0 | 10 | -3 | -3 | -17 | -27
COc1cc(O)c2c(c1N)C(=O)c1ccccc1C2=O | 5 | 6 | 20 | 16 | 20 | 22
CCCN1CCN(c2ccc([N+](=O)[O-])c3no[n+]([O-])c23)CC1 | 90* | 93* | 80* | 90* | 89* | 89*
CN(C=O)c1ccc(C(=O)NC(CC(=O)O)CC(=O)O)cc1 | 0 | -3 | -22 | -2 | -3 | -3
CC(C)(C)OC(=O)CSC#N | 69 | 66 | 4 | 90* | 67 | 56
O=C(/C=C(\O)C(=O)O)/C=C(\O)c1ccccc1 | -19 | -18 | -15 | -47 | -45 | -49
CSC(=S)n1nc(-c2ccccc2)c(N=Nc2ccc(Br)cc2)c1-c1ccccc1 | 0 | 24 | 50 | 6 | 41 | -10
COc1cccc(-c2ccncc2)c1 | 0 | -10 | -35 | 0 | -5 | -5
O=C(CCCC(=O)Nc1ccc(Cl)cc1Cl)CC(=O)c1ccc2ccccc2c1 | -18 | -1 | 12 | -43 | 2 | -31
C(=C\c1ccco1)/c1ccco1 | -21 | 11 | 10 | 12 | 25 | -26

The final three entries of the section before are carried over, then new ones follow:
SMILES | bub3 | yeast mec2-1 | yeast cln2 rad14 | yeast sgs1 mgt1 | yeast rad50 | yeast mlh1 rad18
COc1cccc(-c2ccncc2)c1 | 0 | -10 | -35 | 0 | -5 | -5
O=C(CCCC(=O)Nc1ccc(Cl)cc1Cl)CC(=O)c1ccc2ccccc2c1 | -18 | -1 | 12 | -43 | 2 | -31
C(=C\c1ccco1)/c1ccco1 | -21 | 11 | 10 | 12 | 25 | -26
CCC(O)CCC(CC)CC (centres undefined) | -18 | -21 | 0 | -15 | -6 | 3
O=c1[nH][nH]c2ccccc12 | 9 | -11 | 14 | 13 | 23 | 12
O=S(=O)(Sc1ccccc1)c1ccccc1 | 97* | 99* | 97* | 99* | 79* | 99*
CSc1ncccc1C(=O)[O][Sn]([c]1ccccc1)([c]1ccccc1)[c]1ccccc1 | 98* | 98* | 87* | 98* | 97* | 97*
CCCN(CCC)C(=O)c1ccccc1OCC | 22 | 30 | 56 | -1 | 35 | 1
O=C(/C=C\c1ccc(O)c(O)c1)OC1C(O)CC(OC(=O)/C=C/c2ccc(O)c(O)c2)(C(=O)O)CC1O (centres undefined) | -2 | -17 | 0 | -12 | -32 | -13
COc1cccc(Nc2nc(N)nc(N)c2N)c1 | -20 | -36 | 10 | -6 | -4 | 14
Nc1n[nH]c(=S)n1-c1ccc(Cl)cc1 | . | -30 | . | . | -14 | -13
CCC(O)C(O)(c1ccccc1)c1nc2ccccc2s1 (centres undefined) | -3 | 6 | 2 | 14 | 7 | 15
Cc1[nH]c2ccccc2c(=O)c1CCC(=O)O | -4 | -10 | -70 | -9 | -30 | -6
O=c1/c(=C\c2ccc(Cl)cc2)sc2n1CCN=2 | -11 | -10 | -17 | -5 | 3 | 10
CN(CCN1CCOCC1)C(c1ccccc1)c1ccccc1 | 52 | 66 | 62 | 88* | 84* | 67
O=C(O)C1=CC2CC1C1CC(C(=O)O)CC21 (centres undefined) | 2 | 30 | -32 | 0 | 6 | 5
Cc1ccc(S(=O)(=O)OCC2(C)C3C=CC(C3)C2(C)COS(=O)(=O)c2ccc(C)cc2)cc1 (centres undefined) | -2&-1 | 7&-18 | 27&-33 | 24&-12 | 47&-23 | 22&-16
COc1cccc(-c2ccccc2)c1 | 15 | 11 | 3 | -11 | 7 | -17
O=C(c1ccc(F)cc1)C1CCC1 | 19 | -23 | 18 | 17 | 16 | 22
C[n+]1ccccc1C[n+]1ccccc1 | 26 | 36 | -10 | 67 | 67 | 54
Cc1ccncc1C#N | 0 | -2 | 7 | -1 | 5 | 4
CC(=O)OC1CCC2(C)C(=CCC3C4CCC(=O)NC4(C)CCC32)C1 (centres undefined) | 8 | -2 | -5 | 53 | 43 | 29
N#Cc1ccc(/C=C2\CCOC2=O)cc1 | 5 | -23 | -12 | -7 | -8 | 4
CC(NC(=O)C(NC(=O)C(NC(=O)C(F)(F)F)C(C)C)C(C)C)C(=O)Oc1c(Cl)c(Cl)c(Cl)c(Cl)c1Cl (centres undefined) | 86* | 87* | 78* | 83* | 59 | 79*
CCOC(=O)C/C(O)=C(/C=N/C(=S)NNC(C)=O)C(=O)OCC | -20 | -29 | 3 | -32 | -27 | -9
COc1csn[n+]1-c1ccc(C)cc1 | 15 | 4 | 8 | 9 | 8 | 10
O=C1OC2(c3ccc(O)cc3Oc3cc(O)ccc32)c2ccccc21 | 0 | 1 | 27 | 10 | 7 | -1
C1CCN(/N=N/c2nn[nH]n2)CC1 | 4 | 7 | -23 | -3 | -2 | -1

Shown as tab-separated lines: entries from further up.
canonical_smiles	bub3	yeast mec2-1	yeast cln2 rad14	yeast sgs1 mgt1	yeast rad50	yeast mlh1 rad18
CCCN(CCC)C(=O)c1ccccc1OCC	22	30	56	-1	35	1
O=C(/C=C\c1ccc(O)c(O)c1)OC1C(O)CC(OC(=O)/C=C/c2ccc(O)c(O)c2)(C(=O)O)CC1O (centres undefined)	-2	-17	0	-12	-32	-13
COc1cccc(Nc2nc(N)nc(N)c2N)c1	-20	-36	10	-6	-4	14
Nc1n[nH]c(=S)n1-c1ccc(Cl)cc1	.	-30	.	.	-14	-13
CCC(O)C(O)(c1ccccc1)c1nc2ccccc2s1 (centres undefined)	-3	6	2	14	7	15
Cc1[nH]c2ccccc2c(=O)c1CCC(=O)O	-4	-10	-70	-9	-30	-6

The listing continues:
SMILES | bub3 | yeast mec2-1 | yeast cln2 rad14 | yeast sgs1 mgt1 | yeast rad50 | yeast mlh1 rad18
CCC(=O)OC1CCCCC1C(C)CC (centres undefined) | 19 | 24 | -18 | -4 | 14 | 32
N#C/C(=C\c1cccc(OCc2ccccc2)c1)c1ccc([N+](=O)[O-])cc1 | 61 | 14 | 0 | 28 | 11 | 15
NC(CSSCC(N)=NCCCCCSC12CC3CC(CC(C3)C1)C2)=NCCCCCSC12CC3CC(CC(C3)C1)C2 | 99* | 100* | 99* | 100* | 99* | 99*
COC(=O)C1(Cc2ccccc2)Cc2c(C)ccc(C)c2C1=O (centres undefined) | 64 | 19 | 39 | 62 | 43 | 70*
CC(=O)NC1=C(N2CCC2C)C(=O)c2ccccc2C1=O (centres undefined) | -44 | 1 | -4 | 6 | -2 | -11
Cc1cc(=O)oc2c(CNC(Cc3ccccc3)C(=O)O)c(O)ccc12 (centres undefined) | -22 | -41 | -21 | -24 | -39 | -69
O=[N+]([O-])c1ccc(-c2cc(O)c3nc4ccccc4n3c2)cc1 | -28 | -2 | -13 | -33 | -12 | -20
CCN(CC)CCCC(C)Nc1cc(OC)c2nc(C)ccc2c1OC (centres undefined) | -3 | 0 | -6 | -14 | -2 | 15
Fc1cccc2nc(-c3ccccc3)cc(OCc3ccccc3)c12 | 12 | 8 | -1 | -31 | 1 | -3
CC1=C(C(=O)OC(C)C)C(c2ccccc2C(F)(F)F)C(C(=O)OC(CO[N+](=O)[O-])CO[N+](=O)[O-])=C(C)N1 (centres undefined) | 20 | 13 | 56 | 9 | 24 | -44
COC1=CC(=C(c2ccc(O)c(OC)c2)c2ccc(O)c(OC)c2)C=CC1=O | -22 | -7 | 4 | -3 | -3 | -32
